CHO-K1 Ca PAM: counter-screen for M1 PAMs: effect in parental CHO-K1 cells; ATP EC20, Fluo-8 calcium fluorescence; 0% at ATP EC20, 100% at ATP max; activation, % at 3 µM; 0.02% of 360,000 active; AID 602247;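 active = activation above the run cutoff, the mean activation of all test compounds plus 3 SD, cut at about 40% in these data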;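 also: peak over basal fluorescence ratio in a 140 s read after ATP addition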
CHO-K1 Ca antag: counter-screen for M1 antagonists: effect in parental CHO-K1 cells; inhibition, % at 3 µM; ATP-induced calcium, Fluo-8 fluorescence; 0.6% of 360,000 active;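 active = inhibition above a per-plate cutoff, the plate's mean sample inhibition plus 3 SD, cut at about 24% in these data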;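 also: 0% = DMSO plus EC80 ATP and 100% = DMSO alone without ATP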
GPR7 antag: human neuropeptides B/W receptor 1 antagonism | 1.1% of 290,000 active | inhibition, % at 4.4 µM | P48145 | AID 1861 | GPR7-expressing cells, fluorescence antagonist assay; in the data active = inhibition above about 16%, passing the limit was not always enough;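 also: cells stimulated with the agonist NPW; 0% = agonist with vehicle and 100% = vehicle without agonist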
Target sequence (P48145 whole entry, looked up): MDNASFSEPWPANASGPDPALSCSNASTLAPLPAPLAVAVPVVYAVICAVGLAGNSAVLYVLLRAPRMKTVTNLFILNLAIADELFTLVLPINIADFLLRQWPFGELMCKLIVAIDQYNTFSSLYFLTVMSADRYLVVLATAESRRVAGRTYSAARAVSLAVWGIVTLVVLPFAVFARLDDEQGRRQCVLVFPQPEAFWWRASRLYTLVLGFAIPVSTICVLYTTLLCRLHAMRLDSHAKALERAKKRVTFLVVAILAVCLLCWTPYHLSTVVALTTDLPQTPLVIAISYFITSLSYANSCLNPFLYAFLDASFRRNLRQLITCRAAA
OXTR ag: human OXTR agonism; P30559; CHO-OTR cells, Fluo-8 calcium fluorescence; normalized: DMSO 0%, oxytocin 100%; activation, % at 3 µM; 0.32% of 320,000 active; AID 2435;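 active = activation above the mean of all tested compounds plus 3 SD, cutoff set per screening run, cut at about 20% in these data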;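 also: peak over basal fluorescence ratio from a 100 s FLIPR kinetic read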
Target sequence (P30559 whole entry, looked up): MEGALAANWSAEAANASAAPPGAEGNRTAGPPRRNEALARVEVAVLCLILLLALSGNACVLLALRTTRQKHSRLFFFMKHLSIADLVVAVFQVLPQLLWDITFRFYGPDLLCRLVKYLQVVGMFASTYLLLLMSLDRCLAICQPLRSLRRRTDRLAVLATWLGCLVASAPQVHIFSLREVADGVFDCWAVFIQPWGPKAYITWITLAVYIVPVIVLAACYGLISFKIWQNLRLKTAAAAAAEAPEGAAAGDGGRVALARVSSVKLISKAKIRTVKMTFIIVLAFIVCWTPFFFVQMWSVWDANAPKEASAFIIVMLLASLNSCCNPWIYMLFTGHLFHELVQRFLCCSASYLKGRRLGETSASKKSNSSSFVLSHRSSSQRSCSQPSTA
CHO parental Ca: signal in parental CHO cells, OX1R antagonist counter-screen; 0.63% of 330,000 active; parental CHO-K1, ATP-induced calcium, Fluo-8 fluorescence; AID 463079; inhibition, % at 5.6 µM;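 active = inhibition above that plate's mean sample inhibition plus 3 SD, cut at about 26% in these data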;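 also: 0% = ATP-challenged DMSO wells and 100% = DMSO wells without ATP; some compounds past the cut are filed as inactive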
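Test system: parental CHO cells; detection: calcium-sensitive Fluo-8 fluorescence; evaluation: percent inhibition of calcium signal; also added: ATP as calcium-mobilizing challenge; repeats: one well per compound; control set: ATP-challenged DMSO wells low, unchallenged DMSO wells high; compound: single nominal dose of 5.6 µM per compound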
TAAR1 antag: antagonists of human TAAR1. 1.5% of 360,000 active. inhibition, % at 3 µM. Q96RJ0. CHO RD-HGA16 TAAR1, Fluo-8 calcium fluorescence, antagonist. AID 624466;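 active = inhibition above a per-plate cutoff, the mean inhibition of test compounds on that plate plus 3 SD, cut at about 49% in these data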;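 also: 0% = DMSO plus EC80 beta-PEA response and 100% = DMSO alone without agonist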
Target sequence (Q96RJ0 whole entry, looked up): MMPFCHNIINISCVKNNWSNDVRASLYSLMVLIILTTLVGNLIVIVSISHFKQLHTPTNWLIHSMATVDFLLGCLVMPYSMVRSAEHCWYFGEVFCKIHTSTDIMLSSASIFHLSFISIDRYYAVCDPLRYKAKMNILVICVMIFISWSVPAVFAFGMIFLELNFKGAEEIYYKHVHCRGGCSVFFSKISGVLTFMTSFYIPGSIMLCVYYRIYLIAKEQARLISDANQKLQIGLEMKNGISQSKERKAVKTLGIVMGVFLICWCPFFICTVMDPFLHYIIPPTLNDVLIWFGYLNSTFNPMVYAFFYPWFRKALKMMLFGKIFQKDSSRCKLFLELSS
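Test system – hTAAR1-expressing CHO RD-HGA16 cells, Gα16-coupled · Reagent – β-PEA at EC80 concentration, post-compound challenge · Compound dosing – 3 µM, single point · Timing – 140 s kinetic read after compound, 140 s after agonist · Detection – Fluo-8 intracellular calcium dye fluorescence, real-time kinetic reads · Control set – DMSO and EC80 PEA controls · Repeats – n of 1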
V1aR counter: counter-screen for oxytocin receptor agonists: human V1a receptor agonists; CHO-V1R cells, Fluo-8 calcium fluorescence, agonist mode; 0% DMSO, 100% 3 nM vasopressin; P37288; 0.25% of 320,000 active; activation, % at 3 µM;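 active = activation above the mean activation of all tested compounds plus 3 SD, per screening run, cut at about 20% in these data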;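 also: signal is peak over basal fluorescence ratio across a 100 second FLIPR read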
OXTR potentiator: potentiates the human oxytocin receptor response. P30559. CHO-OTR cells, Fluo-8 calcium fluorescence, potentiator mode; 0% = oxytocin EC15, 100% = EC100. activation, % at 3 µM. 0.061% of 320,000 active;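 active = activation above that plate's cutoff, the mean activation of tested compounds plus 3 SD, cut at about 6.6% in these data, passing the limit was not always enough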;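 also: 100% uses oxytocin at 75 nM as the full agonist control; some results filed as inactive read as strong as hits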
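Assay system: CHO-OTR cells, human receptor / Also added: oxytocin at about EC15, sub-maximal agonist stimulus / Dosing: single dose, 3.0 µM nominal final compound concentration / Incubation: 6 min pre-incubation, 100 s read / Technique: Fluo-8 calcium dye fluorescence / Read-out: % activation vs EC15 and EC100 oxytocin / Benchmarks: EC15 oxytocin low, 75 nM oxytocin high / Replicates: singlicate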
M1 ag parental: nonselective activator or artifact in parental CHO-K1 cells; 0.48% of 360,000 active; activation, % at 3 µM; Fluo-8 calcium fluorescence; scaled to maximal ATP response, vehicle zero; in the data active = activation above about 15%;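 also: untransfected CHO-K1 host cells lacking M1 receptor as counterscreen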
The depositor's hits bear a star; x = not tested or not shown.

SMILES	CHO-K1 Ca PAM	CHO-K1 Ca antag	GPR7 antag	OXTR ag	CHO parental Ca	TAAR1 antag	V1aR counter	OXTR potentiator	M1 ag parental
CC1(c2ccccc2)NC(=O)N(CC(=O)N(CC(=O)Nc2ccccc2C(F)(F)F)Cc2ccco2)C1=O (stereo unspecified)	-9	23	x	x	x	-10	x	x	5.8
O=C1CC(N2CCOCC2)C(=O)N1c1cc(Cl)cc(Cl)c1 (stereo unspecified)	6	-9	-1	0.2	-6	-18	-1.0	-7	1.1
Cc1cccc(OCC(O)Cn2c(N3CCCCC3)nc3c2c(=O)[nH]c(=O)n3C)c1 (stereo unspecified)	6	-1	-6	x	x	-8	x	x	0.0
CC(C)N=c1scc(-c2cccs2)n1/N=C/c1ccc(O)c(O)c1O	10	-5	-3	-1.9	14	16	1.3	-5	0.3
C[C@H]1CN([C@@H](C)CO)C(=O)c2cc(Br)cnc2O[C@H]1CN(C)C(=O)C1CCC1	22	-17	x	x	x	-24	x	x	1.0
CN(c1ccc(C(=O)Nc2nccs2)cc1)S(=O)(=O)c1ccccc1	7	5	-15	4.8	1	15	5.9	-8	7.6
CCCNC(=O)c1ccc2c(c1)C1C3CCC(C3)C1C(c1ccccc1)N2 (stereo unspecified)	-1	-6	7	-1.8	-13	16	1.2	-14	0.2
CC(C)(C)c1ccccc1OCC(O)CN1CCN(c2ccccn2)CC1 (stereo unspecified)	9	-4	-4	-1.8	-22	-21	1.3	-13	1.3
O=C(Cc1ccc([N+](=O)[O-])cc1)N/N=C/c1cccs1	18	-11	-5	-0.9	0	-23	0.6	-1	1.4
COc1ccc(S(=O)(=O)Nc2cccc(N(C)S(C)(=O)=O)c2)cc1Br	15	2	1	12	-1	31	11	-12	16*
CC(NC(C)c1ccccc1Cl)C(=O)Nc1cccc(S(=O)(=O)N2CCCCC2)c1 (stereo unspecified)	9	-11	x	0.9	-21	-9	1.8	-5	2.0
COc1ccc2cc(C(=O)NCc3ccco3)c(=Nc3ccc(C(=O)O)cc3)oc2c1	4	-11	-4	1.4	-6	7	1.5	-12	1.2
C[C@H](CO)N1C[C@H](C)[C@@H](CN(C)Cc2ccncc2)Oc2c(NC(=O)Cc3ccccc3)cccc2C1=O	-19	10	x	0.1	-14	-1	0.0	-2	-0.5
Cc1n[nH]c(C)c1S(=O)(=O)N1CCN(C2CCCCC2)CC1	0	-1	-5	0.1	-18	4	1.1	-7	0.0
CCc1cc2c(N[C@@H](Cc3c[nH]c4ccccc34)C(=O)O)ncnc2s1	8	-15	-14	0.8	-4	-8	0.3	-1	0.1
Cc1cc(=O)n2[nH]c(N)c(N=Nc3ccccc3F)c2n1	4	-3	-13	-1.9	0	-9	-0.8	-3	-0.6
CC(C)(C)NC(=O)CSc1ncccc1-c1nc2ccccc2[nH]1	12	-6	-4	-0.2	2	-1	-0.3	-8	1.3
O=C(NCCc1ccccc1)C1=CCN(S(=O)(=O)c2ccccc2)CC1	-1	-7	5	-0.9	-10	-6	0.7	-9	1.5
COc1cc(O)c(C(CCN2CCCC2)c2cc(OC)c(OC)c(OC)c2)c(OC)c1 (stereo unspecified)	-2	-1	x	1.4	-15	3	1.4	-3	-0.1
O=C1C=C(c2ccc(-c3ccccc3)c(F)c2)C[C@@H](c2ccc(Cl)cc2)C1	-12	2	x	1.0	-7	2	0.2	-4	-0.3
CCN(CC)S(=O)(=O)c1ccc(C(=O)N2CCN=C2SCc2cccnc2)cc1	16	-12	-8	3.8	-7	14	2.8	-8	0.8
COc1ccc(S(=O)(=O)Nc2cccc3c2O[C@H](CN(C)C(=O)NC(C)C)[C@@H](C)CN([C@H](C)CO)C3=O)cc1	10	-9	x	-0.2	-2	7	-0.4	-3	-0.2
CCOC(=O)c1ccc(NC(=O)Cn2nnc(-c3ccccc3C)n2)cc1	20	-5	-10	7.1	-6	34	4.1	-12	4.2
CC(C)(C)n1nnnc1CN1CCC(NC(=O)NC2CCCCC2)CC1	5	2	-10	-0.4	2	4	0.9	-3	0.0
CCOC(=O)c1[nH]c2cc3c(cc2c1NC(=O)CN1CCC(C)CC1)OCO3	6	-1	-5	-2.3	-4	-10	-1.7	-8	-0.4
COc1ccc(NC(=O)c2cccnc2Nc2ccc(OC)cc2)cc1	20	-4	11	3.3	-3	3	4.2	-4	1.0
CCC(C)(C(=O)NC1CCCCC1)N(C(=O)c1cnccn1)c1c(C)n(C)n(-c2ccccc2)c1=O (stereo unspecified)	18	-11	-9	-0.7	-10	5	-0.9	-3	0.7
Cc1cc(C)c2[nH]c(C(=O)N3CCC(n4nccc4NC(=O)C4CC4)CC3)c(C)c2c1	10	1	-4	x	x	-7	x	x	-0.2
O=C(OCC(=O)N1CCCCCC1)c1ccccc1Br	12	-14	x	-1.5	-14	-8	0.5	-4	-0.1
COc1ccc(CCNC(=S)Nc2cccc(C)c2C)cc1	-1	-17	3	-2.3	-20	-6	-1.4	-19	-0.2

Some of these compounds in order of the OXTR potentiator value, smallest number first.
mol	OXTR potentiator
O=C(NCCc1ccccc1)C1=CCN(S(=O)(=O)c2ccccc2)CC1	-9
CCN(CC)S(=O)(=O)c1ccc(C(=O)N2CCN=C2SCc2cccnc2)cc1	-8
Cc1cc(=O)n2[nH]c(N)c(N=Nc3ccccc3F)c2n1	-3

The listing continues.
SMILES	CHO-K1 Ca PAM	CHO-K1 Ca antag	GPR7 antag	OXTR ag	CHO parental Ca	TAAR1 antag	V1aR counter	OXTR potentiator	M1 ag parental
c1ccc(CN2CCN(c3ncnc4nc[nH]c34)CC2)cc1	9	-5	-2	1.9	10	3	1.2	-6	1.0
N#Cc1c(-c2ccco2)ccn(Cc2ccc(F)cc2)c1=O	6	-11	-5	-0.8	4	4	-0.5	-10	1.6
COc1ccc(S(=O)(=O)NCc2ccncc2)cc1NC(=O)c1ccc(Cl)cc1	5	-1	x	1.2	-20	-11	4.5	-17	4.1
Cc1cc(=O)[nH]c(N/N=C/c2ccc(N(C)C)cc2)n1	11	2	-5	-1.1	-1	-3	0.4	-9	-0.2
COc1ccc(CN2CCc3ccccc3C2)c(OC)c1OC	0	-5	7	0.5	-15	5	0.8	-1	-0.4
CCCCN(C)CCCN1C(=O)C2C(C(=O)Nc3cccc(OC)c3)C3C=CC2(O3)C1C(=O)NC1CCCCC1C (stereo unspecified)	-18	-3	-6	-0.1	-23	-18	1.0	2	0.4
c1ccc2c(c1)ncn2CCOCCOCCn1cnc2ccccc21	23	-4	-5	2.1	-13	-5	1.3	0	1.0
CCc1ccc(-c2nn[nH]n2)cc1	-9	-5	-6	0.4	-4	-10	0.2	-3	0.5
CC(Sc1nc2ncc(Cl)cc2[nH]1)C(=O)NC1(C#N)CCCCC1 (stereo unspecified)	15	9	x	0.2	-28	7	2.0	0	0.7
O=C(CCN1CCCCC1)c1ccccc1	-1	8	-11	1.4	-6	-11	1.3	7	-0.1
CC1CCN(C(=O)COC(=O)CNC(=O)c2ccccc2F)CC1	-4	15	x	x	x	-30	x	x	4.2
O=c1[nH]c(Nc2ccccc2)cc2cc(Br)ccc12	5	-9	x	0.8	-8	35	2.1	-12	0.8
Cc1ccc(S(=O)(=O)NNC(=O)Nc2cccc3ccccc23)cc1	21	-18	-13	-0.4	-6	-21	0.8	-7	0.9
Cc1nc2c3ccccc3nc(NNC(=O)CCC(=O)N3CCCC(C)C3)n2n1 (stereo unspecified)	-29	0	-20	0.2	-10	-12	0.5	-3	-0.1
CCn1c(C2CCN(Cc3ccccc3)CC2)n[nH]c1=S	17	-14	1	1.0	0	0	6.3	-19	0.1
N#CC1=C(N)Oc2c(oc(CO)cc2=O)C12C(=O)Nc1ccc(Cl)cc12 (stereo unspecified)	16	-7	-3	0.7	-8	-17	0.8	2	0.6
FC(F)Sc1ccc(Nc2ncnc3nc[nH]c23)cc1	10	-19	-9	2.9	-4	6	3.7	-7	4.9
O=C(NCCc1ccc(Cl)cc1)C1CCN(c2ncccn2)CC1	11	-14	-4	-1.1	-10	-5	-0.8	2	1.2
CCCCn1c(O)c2n(c1=O)Cc1ccccc1N=C2c1ccccc1	3	-6	x	x	x	-10	x	x	0.4
CN(C)S(=O)(=O)c1cccc(NC(=S)N(CCC#N)Cc2cccnc2)c1	20	-7	-1	0.4	-3	-2	0.8	1	0.4
CN(Cc1ccccc1)S(=O)(=O)c1ccc(Cl)c(C(=O)N2CCC2)c1	4	3	x	3.1	-17	13	0.4	0	0.8
Cc1cc(NC(=O)COc2ccc(Cl)cc2Cl)n(-c2ccccc2)n1	-3	10	-3	-2.9	-24	6	0.6	2	0.6
Cc1ccc(NC2=CC(=O)CC(C)(C)C2)cc1Cl	9	-7	-17	-1.8	-8	-22	0.2	-5	0.7
O=C1C(c2ccccc2)c2ccccc2N1Cc1ccccc1 (stereo unspecified)	-7	-6	x	x	x	-10	x	x	-0.6
Cc1cc(OC2CCCCC2)nc(-c2ccccc2O)n1	25	-9	-8	-0.3	-12	-20	0.2	3	0.7
CN(C)/C=c1\sc2c(C#N)cc(C(=O)c3ccc(Br)cc3)n2c1=O	10	-3	-9	-0.7	-15	8	-0.3	-10	0.1
COc1ccc(NC(=O)C(NC(=O)Cc2cccs2)c2ccc(C)cc2)cc1 (stereo unspecified)	15	-5	-3	-1.0	-11	-7	0.8	-1	0.5
Cc1ccc(CSCCC(=O)NCCc2ccc(Cl)cc2)cc1	3	2	-10	-2.3	-12	3	0.6	-9	0.1
NC(Cc1ccc(Cl)cc1)c1csc(NC(=O)Nc2ccccc2-c2ccccc2)n1 (stereo unspecified)	-3	16	x	x	x	8	x	x	1.0
CN1CCN(c2cc(-c3cccc(C(=O)O)c3)nc3ccnn23)CC1	13	-9	x	x	x	-3	x	x	0.7
CCCCNC(=O)c1nn2c(C(F)(F)F)cc(-c3ccccc3)nc2c1Br	17	-5	-27	x	x	-9	x	x	0.8
Cc1cccc(C(=O)Nc2nnc(S(=O)(=O)N3CCOCC3)s2)c1	-2	-5	-14	5.7	-4	-14	1.9	-7	2.2
O=C(/C=C/c1cccs1)N1CCC2(CC1)Oc1ccc(Cl)cc1C(=O)C21CC(c2cccnc2)=NO1 (stereo unspecified)	-1	-2	x	5.3	-4	53*	1.0	-12	2.3
COC(=O)NCCOc1nc(N(C)C)nc(N(C)C)n1	-5	9	-4	-0.2	-17	-2	1.1	-2	-0.3
COc1ccc(C2/C=C\CN(Cc3ccc(N(C)C)cc3)CC(=O)N2Cc2ccc(F)cc2)cc1 (stereo unspecified)	-6	1	x	-1.8	-10	31	-0.3	-16	-0.8
CCCC1C(C(=O)OCC)=C(C)NC(C)=C1C(=O)OCC	12	-3	-5	-3.0	-19	-12	-1.5	-10	-0.2

High-throughput results (PubChem)
